HEK293 cAMP cs – qHTS Assay for Agonists of the Thyroid Stimulating Hormone Receptor: Activators of Intracellular cAMP Concentrations in Parental HEK 293; parental HEK293 CNG cAMP sensor, membrane potential fluorescence; Potency, µM (top dose mostly 57.1 µM), for inactives: at the top dose activation, usual class: activators; 73,000 tested, 2.5% active; further: potency means the concentration at half of the fitted maximal effect; % of control where 0% means no effect; nearly all actives have a fitted effect of over 55% in size
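Parental HEK 293 cells stably expressing a modified CNG channel (no TSHR) report cAMP rise as membrane depolarization. Membrane potential dye with 100 uM RO 20-1724 was loaded for 60 min at room temperature, then compound added for 30 min; fluorescence read at 590 nm.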
Caspase-7 inhib – qHTS Assay for Allosteric/Competitive Inhibitors of Caspase-7 | P55210 | recombinant caspase-7, Ac-DEVD-AFC fluorescence rate | Potency, µM (doses to about 57.5 µM), for inactives: top-dose activity change, negative = inhibition, actives largely listed as inhibitors | 75,000 tested, 0.02% active | AID 889, 2007; active means well fitted inhibition curve with a large enough effect in the main read-out, with a control signal flat, not every such curve was filed as active; inconclusive means small, poorly fitted or top-dose-only effect, or a change in a side signal; further: potency means the concentration at half of the fitted maximal effect; % of control where 0% means no effect
BRCT PPI green – qHTS Assay for Inhibitors of BRCT-Phosphoprotein Interaction (Green Fluorophore). 75,000 tested, 0.05% active. BRCA1 BRCT-phosphopeptide binding, green fluorescence polarization. Potency, µM (highest dose often 76.9 µM), inactives show at the top dose activity change, negative = inhibition, actives largely listed as inhibitors;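 further: potency means the concentration at half of the fitted maximal effect; plate controls were peptide without protein for full effect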
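Compounds were incubated for 12 min at room temperature with a complex of 100 nM fluorescein-tagged pBACH1 decapeptide and 250 nM His-tagged BRCT protein. Buffer was phosphate pH 7.3 with EDTA, DTT and Tween 20. Disruption of binding lowers the polarization signal.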
Tau filament bind – qHTS Assay for Tau Filament Binding | Microtubule-associated protein tau (Homo sapiens), P10636 | recombinant tau filaments, thioflavin S fluorescence, 15 h; filaments grown with octadecylsulfate alongside compound | Potency, µM (top dose mostly 57.1 µM), for inactives: top-dose activity change, negative = inhibition | 71,000 tested, 2% active | AID 596, 2007;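 further: potency means the concentration at half of the fitted maximal effect; on the % scale 0 is the no-effect control and ±100 the full control effect; actives lower thioflavin S fluorescence by blocking filaments or displacing dye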
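Assay mix: 1 uM His-tagged tau, 30 uM sodium octadecylsulfate, thioflavine S dye in HEPES/NaCl/DTT buffer. Compound is added prior to the inducer. Fluorescence after 15 h at 37 C.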
15-hLO inh – qHTS Assay for Inhibitors of 15-hLO (15-human lipoxygenase). Polyunsaturated fatty acid lipoxygenase ALOX15 (Homo sapiens), P16050. purified 15hLO-1, xylenol orange hydroperoxide absorbance. Potency, µM (top dose mostly 57.1 µM), for inactives: at the top dose activity change, negative = inhibition, hits mostly inhibitors. 74,000 tested, 1.4% active. AID 887, 2007; further: potency means the concentration at half of the fitted maximal effect; on the % scale 0 is the no-effect control and ±100 the full control effect; nearly all actives have a fitted effect of over 55% in size
Target sequence (P16050 whole entry, looked up): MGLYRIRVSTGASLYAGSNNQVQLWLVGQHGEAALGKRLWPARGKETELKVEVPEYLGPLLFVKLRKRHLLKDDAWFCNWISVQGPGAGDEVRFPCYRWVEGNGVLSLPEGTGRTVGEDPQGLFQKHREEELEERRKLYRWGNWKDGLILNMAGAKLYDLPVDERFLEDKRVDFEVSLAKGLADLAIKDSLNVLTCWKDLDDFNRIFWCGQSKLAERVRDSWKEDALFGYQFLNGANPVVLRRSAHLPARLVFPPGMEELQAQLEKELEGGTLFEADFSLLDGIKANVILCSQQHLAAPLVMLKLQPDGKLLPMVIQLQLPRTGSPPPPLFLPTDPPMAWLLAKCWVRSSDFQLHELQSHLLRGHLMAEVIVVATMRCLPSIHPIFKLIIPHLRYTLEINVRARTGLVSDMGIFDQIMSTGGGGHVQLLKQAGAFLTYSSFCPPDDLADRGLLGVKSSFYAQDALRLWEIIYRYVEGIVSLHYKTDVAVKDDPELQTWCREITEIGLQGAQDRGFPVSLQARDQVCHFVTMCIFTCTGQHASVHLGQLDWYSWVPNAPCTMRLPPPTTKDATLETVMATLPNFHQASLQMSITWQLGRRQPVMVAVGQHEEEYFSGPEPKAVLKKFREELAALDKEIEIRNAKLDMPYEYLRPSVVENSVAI
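Compounds were preincubated 15 min at room temperature with 40 nM purified human enzyme (25 mM Hepes pH 7.5, 0.01% Triton X-100); 50 uM arachidonic acid reacted 6 min. Fe-xylenol orange detection, 30 min, absorbance ratio 573/405 nm.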
HADH2 inh – qHTS Assay for Inhibitors of HADH2 (Hydroxyacyl-Coenzyme A Dehydrogenase, Type II); recombinant HADH2, NADH fluorescence, beta-hydroxybutyryl-CoA; Potency, µM (doses to about 57.1 µM), without a hit: top-dose activity change, negative = inhibition, actives largely listed as inhibitors; 73,000 tested, 3.4% active; AID 886, 2007; further: potency means the concentration at half of the fitted maximal effect; on the % scale 0 is the no-effect control and ±100 the full control effect; nearly all actives have a fitted effect of over 60% in size; many of its hits are not listed in these tables
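NADH fluorescence (ex 360/em 450 nm) read every 30 s for 4 min; activity taken as last-minus-first time point difference. Enzyme 20 nM, NAD+ 1 mM, beta-hydroxybutyryl-CoA 90 uM, pH 9.0 Tris buffer.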
Rhodamine autofl – qHTS Assay for Spectroscopic Profiling in Rhodamine Spectral Region. Rhodamine-region fluorescence, 547/598 nm, Tris buffer; active compounds read high. max dye-equivalent concentration, M. 59,000 tested, 0.05% active; in the data active means max dye-equivalent concentration above about 11 nM; inconclusive means between about 1.1 nM and that limit
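Steps: pin-transfer compounds into pH 8.0 Tris (100 mM), hold 15 min at room temperature, image with a 547/598 nm filter pair, and convert intensities to rhodamine-equivalent concentration using a six-point on-plate rhodamine series.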
USP2a inh – qHTS Assay for Inhibitors of Ubiquitin-specific Protease USP2a. Potency, µM (highest dose often 38.3 µM), for the others: top-dose activity change, negative = inhibition, most hits filed as inhibitors. 60,000 tested, 0.1% active. AID 927, 2007. USP2a enzymatic assay, qHTS inhibition;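 further: potency means the concentration at half of the fitted maximal effect; nearly all actives have a fitted effect of over 60% in size; plate controls were DMSO for no effect and NEM full inhibition control for full effect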
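20 nM USP2 core + cpd, 30 min RT; add 20 nM Ub-PLA2/20 uM NBD C6-HPC; read Ex460/Em535 at 0 h and 2.5 h. Normalized to NEM; qHTS curve fit/classification.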
Caspase-1 inhib – qHTS Assay for Allosteric/Competitive Inhibitors of Caspase-1 | Potency, µM (series often up to 57.5 µM), for inactives: at the top dose activity change, negative = inhibition, most hits filed as inhibitors | 75,000 tested, 0.03% active | Caspase-1 enzyme, Ac-WEHD-AFC fluorogenic rate;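 further: potency means the concentration at half of the fitted maximal effect; plate controls were vehicle for no effect and no substrate for full effect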
Target sequence (P29466 120-297 limits assumed): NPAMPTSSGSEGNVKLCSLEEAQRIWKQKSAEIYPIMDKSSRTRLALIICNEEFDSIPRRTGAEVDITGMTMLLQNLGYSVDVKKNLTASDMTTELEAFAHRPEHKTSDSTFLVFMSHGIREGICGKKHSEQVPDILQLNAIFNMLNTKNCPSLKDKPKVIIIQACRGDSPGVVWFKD
Target sequence (P29466 317-404 limits assumed): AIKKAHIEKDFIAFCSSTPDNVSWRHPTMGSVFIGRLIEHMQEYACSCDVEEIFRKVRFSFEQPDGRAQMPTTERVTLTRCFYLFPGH
BRCT PPI red – qHTS Assay for Inhibitors of BRCT-Phosphoprotein Interaction (Red Fluorophore); Breast cancer type 1 susceptibility protein (Homo sapiens), P38398; BRCT-phosphopeptide binding, red fluorescence polarization; Potency, µM (titrated, usually from 76.9 µM), inactives show at the top dose activity change, negative = inhibition, usual class: inhibitors; 75,000 tested, 0.03% active; AID 892, 2007; further: on the % scale 0 is the no-effect control and ±100 the full control effect
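Fluorescence polarization: 100 nM His-tagged BRCA1 BRCT with 100 nM TAMRA-labelled phospho-BACH1 decapeptide, phosphate buffer pH 7.3 with 150 mM NaCl, DTT, 0.01% Tween 20; 12 min RT. Binding inhibition seen as FP decrease.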
Pol III holo inh – qHTS Assay for Inhibitors of DNA Polymerase III Holoenzyme System; reconstituted DNA polymerase III holoenzyme replication, biochemical; Potency, µM (titrated, usually from 57.1 µM), without a hit: at the highest dose activity change, negative = inhibition; 71,000 tested, 0.25% active; further: potency means the concentration at half of the fitted maximal effect; on the % scale 0 is the no-effect control and ±100 the full control effect
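Reconstituted *E. coli* holoenzyme (0.35 nM Pol III, 1 nM beta, 154 nM SSB, 2 nM primase) was preincubated with compound for 15 min at RT. Synthesis on 1.4 nM ssM13Gori ran 35 min, then was stopped with PicoGreen/EDTA and read as dsDNA fluorescence.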
* = called active by the depositor; i = inactive; ? = inconclusive; . = no result given; [ ] = another dose, or the depositor's remark. Unless noted, the call rests on the fitted dose curve; in most records, active means well fitted curve in the direction sought with a large enough effect; inconclusive means small, poorly fitted or top-dose-only effect, or another doubt; inactive means no such curve, though single readings can be large; an effect the other way counts as inactive or inconclusive. The list is partial. The share of hits here may be higher or lower than overall.

SMILES	HEK293 cAMP cs	Caspase-7 inhib	BRCT PPI green	Tau filament bind	15-hLO inh	HADH2 inh	Rhodamine autofl	USP2a inh	Caspase-1 inhib	BRCT PPI red	Pol III holo inh
CC(=O)c1nnn(-c2nc(N3CCCC3)nc(N(c3ccccc3)c3ccccc3)n2)c1C	15%	-1%	-1.7%	7%	-4%	1%	i	6%	0%	-0.6%	-6%
Cc1ccnc(SCCn2c(N3CCN(C)CC3)nc3c2c(=O)[nH]c(=O)n3C)n1	0%	-2%	-2.5%	6%	-3%	8%	i	-5%	3%	0.6%	-15%
COc1ccc(CNc2ccnc(-c3c(C)noc3C)n2)c(OC)c1	30%	-4%	0.1%	-10%	25µM*	10µM*	i	60%[activator]	-4%	-0.4%	-1%
CCOc1cc(S(=O)(=O)NCCc2ccccc2C)c(OCC)cc1-n1cnnn1	7%	-1%	0.2%	-2%	-2%	3%	i	15%	-3%	0.6%	4%
COc1ccc(-c2nnc(SCC(=O)NCc3ccco3)o2)cc1	22%	0%	-0.4%	2%	-7%	-4%	i	3%	1%	1.2%	-2%
Cc1ccccc1OCCC(=O)Nc1c(C)n(C)n(-c2ccccc2)c1=O	21%	4%	-1.2%	-7%	7%	-1%	i	-5%	1%	1.4%	-6%
CCOC(=O)C1CCCN(C2CC(=O)N(c3cccc(C)c3)C2=O)C1 (stereo not drawn)	5%	-2%	-0.6%	12%	-12%	-27%	i	-3%	1%	-0.7%	-16%
CCOC(=O)C(C)Sc1nc(N)c(NC(=O)c2ccc(OC)c(OC)c2)c(=O)[nH]1 (stereo not drawn)	17%	-2%	-2.8%	-2%	-13%	-9%	.	.	-3%	-1.6%	-4%
COC(=O)c1ccccc1N=C(SC)N(C)C	8%	0%	-4.6%	-13%	-18%	?	i	-7%	-1%	-1.5%	0%
O=C(O)[C@@H]1CCCN1c1ncnc2sc3c(c12)CCC3	12%	1%	-3.5%	-4%	-1%	-20%	i	0%	2%	-0.2%	-5%
COc1ccc(B(O)O)cc1	13%	0%	-4.5%	.	5%	1%	.	.	1%	-0.3%	.
O=C(Nc1ccccc1)N1CC2(CCN(S(=O)(=O)c3ccccc3)CC2)C1	-1%	-1%	5.2%	7%	?	7%	i	46%[activator]	-3%	-0.6%	9%
Cc1cc(C(=O)CSc2nncs2)c(C)n1-c1c(C)n(C)n(-c2ccccc2)c1=O	5%	-2%	-2.0%	-2%	-2%	-6%	i	-3%	-1%	-0.2%	-6%
N#Cc1c(NC(=O)CSc2nnnn2C2CCCC2)sc2c1CCCC2	28%	-2%	-0.5%	16%	-15%	0%	i	9%	2%	0.4%	-2%
CCn1c(C)c(C(C)=O)c(N2CCCC2)nc1=S	3%[11.4 µM]	0%	-2.0%	14%[11.4 µM]	3%[11.4 µM]	-8%[11.4 µM]	.	0%[7.66 µM]	1%	0.1%	-1%[11.4 µM]
CCOc1ccc(Nc2nc(Cc3nnc(SCC(=O)NCC4CCCO4)n3C)cs2)cc1 (stereo not drawn)	-1%	2%	-2.7%	-8%	15%	-19%	i	.	-3%	-0.8%	-3%
COCCNC(=O)c1ccc(Cn2c(=S)[nH]c3cc4c(cc3c2=O)OCO4)cc1	-1%	-2%	-1.0%	0%	4%	?	i	9%	-1%	-0.3%	-9%
CCOC(=O)C1(O)Oc2cc(OC)cc(OC)c2C(=O)C1c1ccccc1 (stereo not drawn)	.	0%	1.6%	.	-2%	.	.	-12%	3%	-0.6%	.
C[C@]12CCC3c4ccc(OCC(=O)O)cc4CCC3C1CCC2=O (stereo partly drawn)	1%[11.4 µM]	0%[11.5 µM]	-2.5%[15.4 µM]	0%[11.4 µM]	1%[11.4 µM]	3%[11.4 µM]	i	.	-1%[11.5 µM]	1.7%[15.4 µM]	-10%[11.4 µM]
CC(=O)Nc1ccc(S(=O)(=O)N(C)CC(=O)NC2=NCCS2)cc1	10%	0%	-3.3%	7%	6%	5%	i	-7%	-1%	1.9%	-5%
O=C(NCc1ccco1)c1cc(-c2ccncc2)nc2ccccc12	?	-1%	-0.9%	-2%	-2%	-5%	i	18%	0%	-1.7%	-2%
CCOc1ccccc1N1C(=O)CC(Nc2ccc(N3CCOCC3)cc2)C1=O (stereo not drawn)	-6%[11.4 µM]	0%	0.1%	?	?	-57%[11.4 µM]	.	33%[activator][7.66 µM]	-3%	0.7%	0%[11.4 µM]
CS(=O)(=O)N(CC(=O)N1CCN(Cc2ccccc2)CC1)C1CCCCC1	0%	1%	-2.1%	0%	-5%	13%	i	8%	1%	1.8%	1%
CN1CCN(Cc2c(O)ccc3c(=O)c(Oc4ccccc4Cl)c(C(F)(F)F)oc23)CC1	2%	?	-3.3%	?	?	-17%	.	.	?	-0.7%	3%
Cc1cccc(OCC(=O)Nc2ccc3c(c2)nc(CCN2CCN(C)CC2)n3C)c1	0%	-1%	-2.3%	-3%	2%	3%	i	-2%	1%	-0.5%	-7%

Next structures.
SMILES	HEK293 cAMP cs	Caspase-7 inhib	BRCT PPI green	Tau filament bind	15-hLO inh	HADH2 inh	Rhodamine autofl	USP2a inh	Caspase-1 inhib	BRCT PPI red	Pol III holo inh
CCc1nnc(NC(=O)OCc2ccccc2)s1	7%	1%	-0.1%	1%	0%	6%	i	-2%	1%	0.2%	-2%
C=C(NC(=O)C(=C)NC(=O)c1csc(C2=N[C@@H]3c4csc(n4)[C@@H]4NC(=O)c5csc(n5)[C@@H]([C@](C)(O)[C@H](C)O)NC(=O)[C@@H]5CSC(=N5)/C(=C/C)NC(=O)[C@@H]([C@H](C)O)NC(=O)c5csc(n5)[C@]3(CC2)NC(=O)[C@@H](C)NC(=O)C(=C)NC(=O)[C@@H](C)NC(=O)[C@@H]([C@@H](C)CC)N[C@H]2C=Cc3c([C@H](C)O)cc(nc3[C@@H]2O)C(=O)O[C@H]4C)n1)C(N)=O	4%[25.6 µM]	-2%[25.7 µM]	0.4%[34.4 µM]	7%[25.6 µM]	7%[25.6 µM]	0%[25.6 µM]	i	79%[activator][17.1 µM]	-4%[25.7 µM]	-0.3%[34.4 µM]	3%[25.6 µM]
CN(Cc1cccc(F)c1)C(=O)c1ccc(S(=O)(=O)C(F)F)cc1	9%	0%	-1.7%	-10%	9%	6%	i	0%	2%	-1.9%	-6%
Fc1ccc2c(c1)[C@H]1OCC[C@H]1[C@@H](c1ccco1)N2	-1%	-3%	-0.4%	-4%	-24%	?	i	-7%	-4%	0.0%	-2%
CCCCOc1ccc(NC(=O)Cn2c(=O)ccc3c(C)cc(C)nc32)cc1	?	-5%	-2.1%	12%	-21%	48%[activator]	i	24%	-1%	-0.9%	1%
O=C(Nc1cccc(Cl)c1)NC1CCCCC1	-2%	-2%	-1.3%	.	-2%	-24%	.	.	-1%	-1.4%	.
COc1ccc(C)cc1NC(=O)CSc1nnc(-c2ccc(Br)cc2)o1	?	-2%	0.9%	130%	-5%	27%	i	8%	-5%	0.0%	0%
COc1ccc(-n2c(SC3CCOC3=O)nc3ccccc3c2=O)cc1OC (stereo not drawn)	6%	0%	8.1%	-7%	-25%	-19%	i	43%[activator]	4%	0.7%	2%
COC(=O)c1nc2n(n1)C(c1ccc(OC)c(OC)c1)C(C(=O)OC1CCCCC1)=C(C)N2 (stereo not drawn)	?	1%	1.7%	-35%	10%	18%	i	18%	1%	-0.5%	1%
CCOC(=O)CSc1cc(=O)n(C)c2cc(Cl)ccc12	10%	-2%	0.9%	0%	13µM*	-17%	i	7%	0%	0.0%	-3%
c1ccc(C(c2ccccc2)N2CCCC3(CCNCC3)C2)cc1	-12%	1%	-0.2%	-22%	?	-3%	i	129%[activator]	-1%	0.3%	-2%
CC(=O)c1c(C)[nH]c(C(=O)OCC(=O)NCCc2ccc(F)cc2)c1C	-8%	-1%	-0.9%	-7%	19%	5%	i	14%	0%	1.5%	-3%
COc1ccc(OC)c(NC(=O)C2CCN(c3ncccn3)CC2)c1	?	2%	-1.5%	-18%	16%	0%	i	.	-2%	-0.9%	-2%
